# Scp-1 inhibitor = Scp-1 phosphatase inhibitors, primary screen, biochemical, colorimetric, uHTS. Recombinant Scp1, phosphopeptide, malachite green phosphate absorbance. 340,000 tested, 0.88% active. Carboxy-terminal domain RNA polymerase II polypeptide A small phosphatase 1 (Homo …. inhibition, % at 20 µM. AID 493091, 2011;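 active means inhibition above about 50% at 20 µM, limit read from the data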;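 further: plate controls were DMSO wells with enzyme for no effect and wells lacking enzyme for full effect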
# Target sequence (Q9GZU7 76-261 limits assumed): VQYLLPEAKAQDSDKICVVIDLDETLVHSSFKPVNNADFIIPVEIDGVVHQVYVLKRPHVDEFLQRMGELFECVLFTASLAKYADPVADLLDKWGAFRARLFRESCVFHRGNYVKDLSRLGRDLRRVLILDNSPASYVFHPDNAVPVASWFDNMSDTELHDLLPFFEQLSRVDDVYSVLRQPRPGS
#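 Test system: SCP-1 catalytic domain; Buffer or medium: Acidic Tris acetate buffer with magnesium and detergent; Also added: Phosphorylated 17-residue peptide substrate; Compound: single 20 µM dose, 1% DMSO; Schedule: enzyme reaction 45 min at room temperature, colour 5 min, stabilisation 30 min; Signal: Phosphate-binding colour reagent, absorbance read at 630 nm.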
# NRP1-CendR mod = modulators of CendR peptide binding to NRP-1, primary screen, biochemical, fluorescence polarization, uHTS; Neuropilin-1 (Homo sapiens), O14786; FAM-RPARPAR peptide binding to NRP-1; inhibition, % at 25 µM; 360,000 tested, 0.85% active; AID 602438, 2012;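 active means inhibition or corrected inhibition above about 18%, plus a signal ratio from 0.5 to 1.5, limit read from the data, passing the limit was not always enough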; further: strong numbers were not always called active
# LMPTP block = LMPTP phosphatase inhibitors, primary screen, biochemical, fluorescence intensity, uHTS | Low molecular weight phosphotyrosine protein phosphatase (Homo sapiens), P24666 | recombinant LMPTP-A, OMFP fluorogenic substrate | inhibition, % at 20 µM | 360,000 tested, 0.22% active | AID 651560, 2012;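 active means compounds that cut the enzyme signal by at least half of the control window in the single-dose screen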;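 further: plate controls were DMSO wells with enzyme plus substrate for no effect and substrate without enzyme for full effect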
# Target sequence (P24666 whole entry, looked up): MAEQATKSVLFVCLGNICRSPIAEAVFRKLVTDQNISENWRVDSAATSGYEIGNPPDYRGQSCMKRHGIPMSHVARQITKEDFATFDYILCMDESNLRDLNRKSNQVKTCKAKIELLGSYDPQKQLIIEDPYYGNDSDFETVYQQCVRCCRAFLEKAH
#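 Test system: LMPTP-A, protein tyrosine phosphatase of low molecular weight; Input: 0.625 nM enzyme; Incubation: 50 min dark incubation at room temperature; Signal: endpoint fluorescence intensity from OMFP dephosphorylation; Read-out basis: % inhibition versus control wells.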
# DNMT1 block = human DNMT1 methyltransferase inhibitors, primary screen, biochemical, molecular beacon, fluorescence, HinP1I cleavage, uHTS | DNA (cytosine-5)-methyltransferase 1 (Homo sapiens), P26358 | inhibition (reported as % activation of signal), % at 10 µM | 360,000 tested, 0.83% active | AID 588458, 2011; in the data active means inhibition above about 50%
# SUMO1 PPI mod = modulators of SUMO1 protein-protein interactions, primary screen, biochemical, uHTS; 360,000 tested, 0.33% active; Small ubiquitin-related modifier 1 (Homo sapiens), P63165; inhibition, % at 20 µM; SUMO1 binding to a labelled peptide, TR-FRET, 1 h; AID 602429, 2012; in the data active means inhibition above about 37%
# Target sequence (P63165 whole entry, looked up): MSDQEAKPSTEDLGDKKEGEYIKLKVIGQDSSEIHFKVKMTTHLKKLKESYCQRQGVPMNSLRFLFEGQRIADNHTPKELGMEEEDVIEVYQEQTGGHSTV
# SKN-1 inh = suppressors of acrylamide-induced Pgst-4::GFP reporter in worms, primary screen, SKN-1 inhibitor project, whole organism, uHTS, GFP/RFP fluorescence ratio, strain VP596; C. elegans VP596 Pgst-4::GFP/RFP ratio, 24 h; inhibition, % at 21.8 µM; 360,000 tested, 0.49% active; AID 624304, 2012;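 active means interference check ratio from 0.5 to 1.5 plus GFP to RFP signal ratio inhibition reaching or exceeding a fixed threshold, cut at about 30% in these data, passing the limit was not always enough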; further: some compounds called inactive have numbers as strong as hits
# Neddyl block = inhibitors of cullin neddylation, primary screen, biochemical, TR-FRET, uHTS, NAE and Ubc12 | NEDD8-conjugating enzyme Ubc12 (Homo sapiens) + NEDD8-activating enzyme E1 regulatory … | calls only at 25 µM | 360,000 tested, 0.58% active | AID 651699, 2012; in the data active means inhibition above about 36%
# TbMetRS inhib = T. brucei MetRS inhibitors, primary screen, biochemical, luminescence. 360,000 tested, 0.4% active. inhibition, % at 11.9 µM. purified T. brucei MetRS, ATP depletion, Kinase-Glo luminescence. methionyl-tRNA synthetase (Trypanosoma brucei brucei). AID 624268, 2012;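 active means inhibition above a per-plate cutoff of the control wells' mean inhibition plus 3 SD, cut at about 5.5% in these data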;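 further: 0% = DMSO wells median and 100% = median of wells with control inhibitor compound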
#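 Material: parasite MetRS enzyme / Replication: singlicate, one well per compound / Signal: luminescence of leftover ATP / Schedule: 2 h aminoacylation at 25 °C after 15 min preincubation / Medium: HEPES-MgCl2-KCl buffer plus DTT, spermine, BSA, pyrophosphatase / Doses: 11.9 µM single point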
# NadD inh = inhibitors of S. aureus NadD, primary screen, biochemical, colorimetric, uHTS; purified NadD enzyme, colorimetric absorbance read-out; inhibition, % at 20 µM; 360,000 tested, 0.78% active; Nicotinate-nucleotide adenylyltransferase NadD (Staphylococcus aureus N315); in the data active means inhibition above about 26%; further: some compounds past the cut are filed as inactive
# STEP inh = STEP phosphatase inhibitors, primary screen, biochemical, fluorescence intensity, uHTS | Tyrosine-protein phosphatase non-receptor type 5 (Homo sapiens), P54829 | recombinant STEP, OMFP fluorogenic substrate | inhibition, % at 20 µM | 360,000 tested, 0.25% active | AID 588621, 2011;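 active means inhibition at 20 µM, scaled per plate between control wells, above about 37%, limit read from the data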;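 further: 0% = DMSO with enzyme and substrate and 100% = substrate only without enzyme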
# Target sequence (P54829 whole entry, looked up): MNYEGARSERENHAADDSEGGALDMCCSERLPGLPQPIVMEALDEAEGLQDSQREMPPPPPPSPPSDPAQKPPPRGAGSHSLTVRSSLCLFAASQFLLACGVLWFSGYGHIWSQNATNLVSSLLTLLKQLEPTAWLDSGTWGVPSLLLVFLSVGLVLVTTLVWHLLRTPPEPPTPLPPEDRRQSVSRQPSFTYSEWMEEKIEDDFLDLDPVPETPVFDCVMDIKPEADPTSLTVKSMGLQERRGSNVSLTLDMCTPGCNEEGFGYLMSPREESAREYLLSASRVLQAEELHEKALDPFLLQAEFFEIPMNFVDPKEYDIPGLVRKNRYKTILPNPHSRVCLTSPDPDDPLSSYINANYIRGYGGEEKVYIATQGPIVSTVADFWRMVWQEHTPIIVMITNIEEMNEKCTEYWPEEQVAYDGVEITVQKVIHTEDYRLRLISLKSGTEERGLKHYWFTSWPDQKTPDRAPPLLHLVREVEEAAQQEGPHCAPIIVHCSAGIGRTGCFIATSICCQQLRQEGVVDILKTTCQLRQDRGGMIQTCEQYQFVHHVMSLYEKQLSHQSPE
#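 System: isolated STEP enzyme; schedule: 20 min enzyme reaction at room temperature, protected from light; medium: Bis-Tris buffer pH 6.0, 2.5 mM DTT, 0.005% Tween 20; signal: fluorescence, 480/540 nm; dosing: single compound dose of 20 µM, 1% DMSO final; also added: OMFP substrate, 25 µM final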
# * hit, by the source's call; i = inactive; / = not tested or not shown; + = active, no number.
SMILES,Scp-1 inhibitor,NRP1-CendR mod,LMPTP block,DNMT1 block,SUMO1 PPI mod,SKN-1 inh,Neddyl block,TbMetRS inhib,NadD inh,STEP inh
O=C(N/N=C/c1ccc(OCc2ccc(F)cc2)cc1)c1ccccc1,-4,14,-0.8,3,-2,6,i,0.5,1,1
CC(C)NC(=O)CSc1ccccc1C(=O)N1CCN(S(=O)(=O)Cc2ccccc2)CC1,4,12,-1.8,0,1,-8,i,-0.5,-3,-2
CC(C)COc1ccc(C(=O)OCC(=O)NCc2cccs2)cc1,0,11,-0.1,-5,4,-5,i,-0.3,-5,0
CCOC(=O)[C@]12CCCC=C1N(Cc1cccc3ccccc13)C(=O)[C@H](CC(=O)NCC13CC4CC(CC(C4)C1)C3)C2,/,-1,3.0,/,-3,12,i,-0.1,29,/
COc1ccc(N2CCN(C(=O)c3cc(C)on3)CC2)cc1,-4,-12,0.0,1,3,-6,i,-0.6,-3,1
CCC(C)c1ccccc1OCCn1ccnc1 (stereo unspecified),-4,7,-1.7,-6,3,5,i,-0.9,1,1
O=C(CCCC(=O)N(CC(=O)NC1CCCC1)Cc1ccc2c(c1)OCO2)Nc1ccccn1,1,13,-0.4,0,1,-15,i,0.7,3,1
Cc1ccccc1Nc1nc(N)nc(CSc2nnc(-c3ccccc3)n2C)n1,6,7,-0.6,-3,1,-22,i,-0.5,-2,0
CCOC(=O)C1CCN(C(=O)Nc2ccc3nccnc3c2)CC1,-5,0,-1.7,-3,-13,16,/,-1.1,-2,0
C[C@@H]1CN([C@H](C)CO)C(=O)Cc2cc(NS(=O)(=O)c3cn(C)cn3)ccc2O[C@H]1CN(C)S(=O)(=O)c1ccc(Cl)cc1,65*,-7,0.1,4,1,2,i,0.1,3,-1
O=C(c1ccco1)N1N=C(c2ccc(Br)cc2)CC1(O)C(F)(F)F (stereo unspecified),-7,1,1.4,1,1,5,i,-0.2,-9,0
COc1cccc(C2CC(c3ccc(C)cc3)n3ncnc3N2)c1 (stereo unspecified),3,-4,-1.8,1,4,0,i,0.2,3,3
O=C(O)c1cc(S(=O)(=O)N2CCN(C(=O)c3ccco3)CC2)c(Cl)cc1Cl,2,-9,0.4,0,0,7,i,-0.2,9,0
CNc1nc(OCC(F)(F)F)nc(OCC(F)(F)F)n1,-4,-6,0.0,0,10,1,i,-0.1,-1,-2
[O-][n+]1c2c(nn1-c1ccccc1Cl)-c1nonc1CC2,-1,-2,-0.4,0,-4,14,i,0.5,-3,-1
Cc1cnc(C(=O)OC(C(=O)Nc2cc(C(F)(F)F)ccc2Cl)c2ccccc2)cn1 (stereo unspecified),2,-19,0.5,4,-1,1,i,-0.4,-3,-2
Cc1cc(C)cc(C(=O)NCCn2cc(SCC(=O)N3CCOCC3)c3ccccc32)c1,-5,-14,-1.1,-3,2,9,i,-0.1,-2,0
COc1ccccc1CNC(=O)Cn1c(=O)oc2cc(S(=O)(=O)N3CCCC3)ccc21,-6,4,-0.5,7,6,3,i,0.1,1,-3
CC1(c2ccccc2)NC(=O)N(CC(=O)N2CCN(S(=O)(=O)c3cccc(C(F)(F)F)c3)CC2)C1=O (stereo unspecified),-8,16,-10,0,-10,-12,i,-0.3,4,-3
COc1ccccc1CC(=O)NNC(=O)c1ccc(C(C)(C)C)cc1,-5,13,0.3,-1,-1,13,i,0.0,-2,-3
CCOc1ccc(C(=O)COC(=O)Cc2n[nH]c(=O)c3ccccc23)cc1,-9,-15,0.0,-2,48*,3,i,0.0,4,1
NCCCCC(N)c1cn([C@@H](CCC(=O)O)C(=O)N2CCNCC2)nn1 (stereo partly specified),-4,13,-9.8,3,1,6,i,-0.1,0,-2
CN(CCCOc1ccccc1F)Cc1ccccc1,-8,1,-0.8,0,1,0,i,0.3,-2,1
CCN1CCN(c2nnc(-c3ccccc3)c3ccccc23)CC1,-7,7,-1.1,3,2,-2,i,-0.8,-2,-2
CC(=O)c1ccc(NC(=O)C(C)OC(=O)C2CCN(c3ccc(C(F)(F)F)cn3)CC2)cc1 (stereo unspecified),4,2,2.8,1,-1,7,i,-0.5,-3,1

# 2 compounds from above, limited to STEP inh and LMPTP block.
molecule,STEP inh,LMPTP block
CNc1nc(OCC(F)(F)F)nc(OCC(F)(F)F)n1,-2,0.0
[O-][n+]1c2c(nn1-c1ccccc1Cl)-c1nonc1CC2,-1,-0.4

# Other entries follow:
SMILES,Scp-1 inhibitor,NRP1-CendR mod,LMPTP block,DNMT1 block,SUMO1 PPI mod,SKN-1 inh,Neddyl block,TbMetRS inhib,NadD inh,STEP inh
CCC1CCCCN1CCCNC(=O)c1cn(C)c2ccc(S(=O)(=O)N(C)C3CCCCC3)cc2c1=O (stereo unspecified),1,-1,-0.8,3,2,7,i,-0.5,-7,1
Cn1cccc1C(=O)NC(=O)COC(=O)CNC(=O)CNC(=O)c1ccc(Cl)cc1Cl,-2,-2,0.7,-19,4,16,i,-0.6,4,-1
COc1cc(/C=C2\SC(=O)N(c3ccc(O)cc3)C2=O)cc(OC)c1OC,-7,-6,-0.2,-1,-8,-4,i,-0.7,-3,-3
CC(C)Cn1cnc2c(SCc3ccccc3Cl)nc(N)nc21,-2,7,-0.2,-2,3,2,i,-0.1,0,-1
CCOC(=O)c1c(C2CC2)csc1NC(=O)COC(=O)c1ccc[n+]([O-])c1,-3,4,0.1,-8,1,0,i,-0.4,0,2
O=C(NC1CCCCC1)c1ccccc1C(F)(F)F,-9,-9,0.3,0,-1,1,i,0.2,2,-1
CC1(N2CCCCC2)C(=O)c2ccccc2C1=O,-5,-2,-0.4,1,2,-6,i,0.8,2,1
O=C(N/N=C/c1cccc2nccnc12)c1ccncc1,-10,5,-2.1,0,-33,14,i,-0.3,0,2
COc1ccc(Cl)cc1NC(=S)N1CCN(c2ccccn2)CC1,12,-36,-1.8,-1,6,13,i,0.3,-2,0
COc1ccc(NC(=O)C2Cc3c(-c4ccc(NC(C)=O)cc4)ccnc3O2)cc1OC (stereo unspecified),/,-7,-2.4,3,-3,1,i,-0.4,-3,-3
CN1C(=O)/C(=C\c2ccco2)N=C1c1ccc(Cl)cc1Cl,4,-2,1.4,1,-11,-11,i,-0.3,-7,4
COc1ccc(NC(=O)NCCCN2CCC(Cc3ccccc3)CC2)cc1,3,-2,-2.1,1,-1,-8,i,-0.5,-14,-1
O=C(NCC1CCCO1)C1CC(c2ccc(Cl)c(Cl)c2)=NO1 (stereo unspecified),-3,2,0.1,-2,-6,7,i,-1.2,-3,-2
CC12CN3CC(C)(CN(C1)C3c1ccc(Br)cc1)C2=O (stereo unspecified),-2,2,-0.9,2,1,0,i,0.1,-1,-1
Cc1ccc(C(=O)N(CCC2=CCCCC2)c2c(N)n(Cc3ccccc3)c(=O)[nH]c2=O)o1,-4,0,-2.1,0,4,-1,i,-0.1,3,-2
O=C(NCCc1ccc2c(c1)OCCO2)c1ccccn1,-3,12,-0.6,-1,-3,1,i,0.0,1,-2
O=C(CSc1ccccc1)N1CCCC(N2CCN(c3ccc(F)cc3)CC2)C1 (stereo unspecified),-2,20,0.3,-2,0,-12,i,-0.1,-6,-1
CS(=O)(=O)Nc1ccccc1C(=O)OCC(=O)N1CCC(c2ccccc2)=N1,-10,-12,0.2,-3,-10,9,i,-0.2,-7,-2
O=C(CC(c1ccccc1)c1ccccc1)OCn1nnc2ccccc2c1=O,-13,-3,2.6,-2,-5,-16,i,-0.9,-2,4
CN(C)S(=O)(=O)c1ccc(Cl)c(NC(=O)COC(=O)CC(NC(N)=O)c2ccc(Cl)cc2)c1 (stereo unspecified),-4,-12,-0.5,-1,0,-4,i,0.1,-2,-2
O=C(Nc1cccc(Cl)c1)c1nc[nH]c1C(=O)N1CCN(c2ccccc2)CC1,-11,1,-0.3,8,10,-1,i,0.0,4,-2
Cc1cccc(CCNC(=O)Cc2ccc(NC3=NC4CS(=O)(=O)CC4S3)cc2)c1 (stereo unspecified),-9,-13,-1.7,1,1,-8,i,0.3,-2,-1
COC(=O)CNC(=O)c1cccc(F)c1,-4,13,-1.8,0,-2,4,i,-0.7,-3,0
CC1Cc2nc(SCC(=O)Nc3ccccc3F)n(C)c(=O)c2S1 (stereo unspecified),-17,-14,-0.9,0,-6,-3,i,-1.0,-3,-2
O=C(N/N=C/c1cnc(N2CCCCC2)s1)c1ccc(Cl)cc1,-7,2,1.8,-1,-16,-4,+,-0.8,-20,1

# Other entries.
SMILES,Scp-1 inhibitor,NRP1-CendR mod,LMPTP block,DNMT1 block,SUMO1 PPI mod,SKN-1 inh,Neddyl block,TbMetRS inhib,NadD inh,STEP inh
O=C(COC(=O)C1=COCCO1)Nc1ccc(OC(F)F)cc1,4,27*,-2.3,0,1,-1,i,-1.0,-9,2
COCC(=O)Oc1c(S(=O)(=O)c2ccc(C)cc2)c(C)nn1-c1ccccc1,22,-12,-1.3,2,4,-10,i,-1.3,4,-2
Cc1cc(C)c(C)c(S(=O)(=O)N2CCN(C(=O)CCC(=O)N3CCOCC3)CC2)c1C,-16,2,-0.8,1,0,9,i,-0.4,-5,-1
Cc1ccsc1/C=C(/C#N)C(=O)NCc1ccccc1,-12,-6,-0.2,-3,-5,3,i,0.2,-4,-3
Cn1c(=O)[nH]c(=O)c2c1nc(N1CCNCC1)n2Cc1ccccc1Cl,-5,5,-3.0,1,1,6,i,-0.3,7,0
COc1cccc(CN2C(=NC(=O)C3CCCO3)SC3CS(=O)(=O)CC32)c1 (stereo unspecified),/,3,-2.3,3,-1,13,i,-0.1,-7,4
Cc1ccc(S(=O)(=O)Nc2ccc(Cl)cc2C(=O)c2ccc(F)cc2)cc1,-3,-8,0.0,1,2,-2,i,-0.8,1,0
COc1ccc(Cl)cc1NC(=O)CN(C)Cc1ccc(OC)c(OC)c1,-2,5,-1.2,-2,2,-8,i,-0.4,0,0
